Screening data (PubChem)
hiPSC survival – enhancers of single-cell hiPSC survival, primary screen, ATPlite luminescence; 100% = ROCK inhibitor wells, 0% = DMSO; survival enhancement, % at 20 µM; 360,000 tested, 0.044% active; in the data active = survival enhancement above about 18%;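 note: cells exposed to compounds for 16 hours before the ATP read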
Peg3 prom inh – Peg3 promoter-driven luciferase inhibitors, primary screen, cell-based, HeLa, luciferase luminescence. HeLa PEG-Prom luciferase reporter, overnight. inhibition, % at 20 µM. 360,000 tested, 1.7% active;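 active = inhibition of at least 50% at 20 µM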
TWEAK Fn14 block – inhibitors of TWEAK-Fn14 signaling, primary screen, luciferase reporter cells, uHTS; TWEAK-stimulated Fn14 reporter cells, luciferase luminescence, 8 h; inhibition, % at 10 µM; 360,000 tested, 2% active; AID 1159606, 2016; in the data active = inhibition above about 50%
NR2E3 ag-1 – NR2E3 agonists in two-hybrid cells, primary screen, cell-based, luminescence, CHO-S, Gal4-NCOR/VP16-NR2E3; Photoreceptor-specific nuclear receptor (Homo sapiens), Q9Y5X4; luciferase; inhibition of corepressor binding, % at 3.98 µM; 360,000 tested, 0.35% active; AID 602229, 2012;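 active = inhibition above the mean of all tested compounds plus 3 SD, cut at about 70% in these data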;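 note: 0% = DMSO with NR2E3 transfected cells and 100% = cells lacking NR2E3 construct; higher means lower luciferase signal from less NR2E3 corepressor binding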
Target sequence (Q9Y5X4 whole entry, looked up, the tested form may be a part): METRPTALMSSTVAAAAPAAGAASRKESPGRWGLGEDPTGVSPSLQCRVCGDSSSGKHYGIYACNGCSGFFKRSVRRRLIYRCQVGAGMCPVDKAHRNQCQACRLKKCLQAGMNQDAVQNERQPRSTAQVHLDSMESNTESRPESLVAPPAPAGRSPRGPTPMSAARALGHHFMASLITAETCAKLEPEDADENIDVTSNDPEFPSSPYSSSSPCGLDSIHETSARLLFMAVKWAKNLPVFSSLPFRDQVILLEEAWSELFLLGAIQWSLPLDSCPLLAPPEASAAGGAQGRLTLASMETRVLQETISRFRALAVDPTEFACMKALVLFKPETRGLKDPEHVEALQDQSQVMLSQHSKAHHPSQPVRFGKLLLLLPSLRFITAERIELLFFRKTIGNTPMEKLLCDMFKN
Shn3 inh set2 – reduction of Shn3 3'UTR firefly luciferase signal, primary screen, Schnurri-3 inhibitor project, cell-based, Clone20 osteoblasts, set 2. Clone20 osteoblast Shn3 3'UTR firefly luciferase, 24 h. inhibition, % at 12.5 µM. 360,000 tested, 0.52% active;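 active = mean inhibition of at least 75% with every replicate also reaching 75%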;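 note: 0% = median of neutral control wells and 100% = pilot-screen positive control compound; some compounds past the cut are filed as inactive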
NR2E3 ag-2 – inhibitors of NR2E3-RetCOR corepressor binding, primary screen, NR2E3 agonist project, biochemical, TR-FRET, GST-NR2E3, biotin-RetCOR | Photoreceptor-specific nuclear receptor (Homo sapiens), Q9Y5X4 | 1536-well | inhibition of corepressor binding, % at 4.78 µM | 320,000 tested, 0.12% active | AID 2300, 2010;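 active = percent inhibition above the cutoff of mean plus 3 SD of all tested compounds, set per screening campaign, cut at about 20% in these data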;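 note: 0% = DMSO wells and 100% = biotin wells as full block of FRET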
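Assay system: NR2E3–RetCOR corepressor complex. Quantity: 1.35 nM GST-NR2E3. Buffer or medium: pH 7.5 Tris-based buffer. Reagent: biotinylated RetCOR corepressor at 7 nM final. Schedule: 5 h at 4 °C. Detection: TR-FRET, emission read at 617 and 671 nm. Replicates: one well per compound, singlicate testing.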
aDG glyco up – activators of alpha-DG glycosylation, primary screen, uHTS, Pro5-aDG cells, AlphaScreen; alpha-DG glycosylation AlphaScreen (IIH6); 0% Pro5, 100% B10-LARGE cell signal; activation, % at 10 µM; 360,000 tested, 0.22% active; AID 624168, 2012;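 active = activation of at least 8% versus controls, or a plate z-score of at least 8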;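 note: Pro5 are CHO cells carrying HIG-tagged alpha-DG that lacks glycosylation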
KKLEB cytotox – cytotoxicity in KKLEB CF airway cells, primary screen, cytotoxicity control for CF NF-kB inhibitor project, cell-based, uHTS, fluorescence assay plates. KKLEB CF airway cells viability, ATPlite luminescence, overnight; hits give low values; cells stimulated with P. aeruginosa culture filtrate. activity change (cytotoxicity), % at 5 µM. 360,000 tested, 0.36% active;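 active = corrected activity change at or below -50% at 5 µM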
HIF-2a inh – HIF-2a reporter inhibitors, primary screen, luminescence, 786-0 RCC cells; inhibition, % at 18.8 µM; 360,000 tested, 0.72% active; 786-0 RCC cells HIF-2a reporter, luciferase luminescence, overnight; AID 624352, 2012;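 active = inhibition of the luminescence signal of 40% or more relative to plate controls, in a single-dose primary screen at 18.75 µM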
CF NFkB block – inhibitors of PAF-induced NF-kB signaling, primary screen, cell-based, GFP fluorescence, uHTS; 360,000 tested, 0.86% active; AID 588850, 2011; inhibition, % at 5 µM; KKLEB NF-kB-GFP reporter, GFP fluorescence overnight;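 active = at least 50% inhibition at 5 µM, scaled per plate between neutral and stimulator controls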;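 note: PAF is a Pseudomonas aeruginosa culture filtrate used as stimulus; plate controls were PAF-stimulated DMSO wells for no effect and unstimulated DMSO wells for full effect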
TRPM1 prom inh – inhibitors of MITF-dependent TRPM1 promoter reporter, primary screen, cell-based, SK-MEL-5, single point, luciferase; inhibition, % at 12.5 µM; SK-MEL-5 TRPM1 promoter luciferase, 24 h; AID 488899, 2010; 330,000 tested, 0.83% active;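 active = mean inhibition across replicates of 60% or more, whatever share of single replicates reaches that level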; note: values of inactives mirror those of a sister screen read the other way
An asterisk follows results filed as active; x = no result given.

SMILES	hiPSC survival	Peg3 prom inh	TWEAK Fn14 block	NR2E3 ag-1	Shn3 inh set2	NR2E3 ag-2	aDG glyco up	KKLEB cytotox	HIF-2a inh	CF NFkB block	TRPM1 prom inh
N#CC(c1ccccc1)c1ccc2c(C(F)(F)F)cc(C(F)(F)F)nc2n1 (centres undefined)	4.4	-42	53*	22	78	1	-0.1	-9	-27	39	50
CN(C)c1ccc(NC(=O)Nc2ccc3c(c2)c(=O)n(C)n3Cc2ccccc2)cc1	-0.7	-33	14	-1	16	x	-0.1	-1	-22	-2	x
CC(C)c1ccc(-c2c(C#N)c(N)nc(SCC(=O)N3CCCCC3)c2C#N)cc1	2.2	20	-25	19	35	3	0.2	-17	17	17	17
CC(O)(c1ccc(F)c(F)c1)c1nc(-c2cccc3cccnc23)cs1 (centres undefined)	-2.1	15	10	-3	-1	x	-0.2	-1	17	-18	x
CCOC(=O)c1c(C)[nH]c(C)c1C(=O)COC(=O)c1cc(OC)c(OC)cc1OC	3.1	3	-26	0	0	1	-0.4	-6	11	18	10
COc1ccc2sc(-c3ccccc3OC)c(-c3ccc(SC)cc3)c2c1	-0.4	x	6	1	x	x	-0.5	x	-11	x	x
Cc1ccccc1N1C(S)=C(C#N)C(=O)NC1c1ccco1 (centres undefined)	-2.1	5	6	2	3	0	-0.1	8	2	0	-8
C#CCOCCOCCOCCNc1nc(N2CCOCC2)nc(N2CCN(C(=O)CCCCCCCCCCNC(=O)[C@@H](CCC(=O)O)n3cc(CCCCCN)nn3)CC2)n1	-0.5	-7	1	18	9	-3	0.1	14	9	-1	-12
Clc1cccc(NCc2nnc(SCc3ccc(Cl)cc3Cl)o2)c1	1.9	16	0	7	14	-3	-0.2	-14	15	-9	9
CC(C)NC(=O)N1CCN(c2ccncc2S(=O)(=O)N2CCCCC2)CC1	-0.3	5	2	-25	5	0	0.0	4	14	-4	9
COC(=O)CN1C(=S)N(c2ccc(OC)cc2)C(=O)C1CC(=O)Nc1ccc(F)cc1 (centres undefined)	2.9	5	-22	-10	6	0	-0.1	3	11	-10	9
Fc1ccc(CSc2ccc3nnc(-c4ccccn4)n3n2)cc1	0.7	36	13	-7	-4	5	0.0	5	37	-22	6

Some values from the results shown:
`CN(C)c1ccc(NC(=O)Nc2ccc3c(c2)c(=O)n(C)n3Cc2ccccc2)cc1` in KKLEB cytotox → -1
`COC(=O)CN1C(=S)N(c2ccc(OC)cc2)C(=O)C1CC(=O)Nc1ccc(F)cc1` (centres undefined) in HIF-2a inh → 11
`CCOC(=O)c1c(C)[nH]c(C)c1C(=O)COC(=O)c1cc(OC)c(OC)cc1OC` in NR2E3 ag-1 → 0

Continued:
SMILES	hiPSC survival	Peg3 prom inh	TWEAK Fn14 block	NR2E3 ag-1	Shn3 inh set2	NR2E3 ag-2	aDG glyco up	KKLEB cytotox	HIF-2a inh	CF NFkB block	TRPM1 prom inh
CCCCC1C(C#N)=C(C)NC2=C1C(=O)CC(C)(C)C2 (centres undefined)	-0.1	11	15	0	16	0	0.1	-1	8	-3	-8
CCN1C(=O)[C@H]2[C@@H](c3ccc(-c4ccc5c(c4)OCO5)c(OC)c3)N[C@@](Cc3ccccc3)(C(=O)OC)[C@H]2C1=O	2.3	22	16	-10	26	3	-0.3	1	9	26	18
COC(=O)c1ccc(N)c(N=CC2=C(O)CC(C)(C)CC2=O)c1	-3.6	8	24	-46	-12	-3	-0.2	4	-2	-6	-7
CCOC(=O)CC(=O)CSc1nc2c(c(-c3cccs3)c1C#N)CCC2	-1.4	-1	2	12	-6	18	-0.4	0	18	-1	12
CC1(C)Cc2c(sc(NC(=O)COc3ccc(Cl)cc3Cl)c2C(N)=O)C(C)(C)N1	-0.5	34	-1	9	2	4	0.0	0	3	-14	-6
Cn1c(SCC2CCCCC2)nnc1-c1ccncc1	-2.6	-38	-9	-26	-14	0	-0.1	-6	-39	11	-11
O=C(Oc1cccnc1)c1cc2ccccc2oc1=O	1.2	2	-2	-84	x	1	-0.5	0	-3	5	-8
Nc1cc2nsnc2cc1Br	-4.5	41	-4	-23	72	-18	6.6*	-1	24	37	70*
CCOc1ccc(-n2c(SCc3ccc([N+](=O)[O-])cc3)nnc2-c2ccc(OC)cc2)cc1	0.2	32	8	-15	18	-2	0.3	5	28	0	3
CCNc1c(NC(=O)COc2ccc(Cl)cc2)c(=O)oc2ccccc12	-0.6	6	1	25	14	-3	-0.1	-19	17	5	-3
O=C(C1=NN[C@@H]2C(=O)N(Cc3ccccc3)C(=O)[C@H]12)c1ccc([N+](=O)[O-])cc1	-0.4	-9	22	3	-20	0	-0.1	3	6	-8	-3
O=C(CSc1nc(O)cc(=O)n1-c1ccccc1)NCc1ccccc1	2.2	3	10	0	17	-3	0.1	1	-4	-4	-3
Cc1ccc(N2C(=O)c3ccccc3C2=O)nc1	0.3	-2	13	-16	-1	0	-0.1	4	9	5	-3
COc1ccc(C2=NOC(C(=O)Nc3ccc4c(c3)OCCO4)C2)c(OC)c1 (centres undefined)	-0.5	4	-1	0	0	-3	0.0	5	-7	6	-10
CC1(C)Cc2nc3sc4c(NCCO)ncnc4c3cc2CS1	-0.3	-30	-9	2	-10	-2	-0.1	0	-43	8	-22
O=C1/C(=C\c2ccco2)SC(=S)N1c1ccccc1	-1.3	-70	-3	-51	18	-2	-0.4	7	-101	-18	-17
CCN(CC)S(=O)(=O)c1ccc(N2CCCC2)c(NC(=O)c2ccc(OC)cc2OC)c1	1.7	22	-20	-3	54	3	0.1	-7	12	11	4
CN(C)S(=O)(=O)Nc1cc(Cl)cc(Cl)c1	1.7	14	-6	-34	-1	3	-0.3	2	20	4	-9
CC(C)c1nc2ccccn2c1NC1CCCCC1	2.9	-3	9	-9	-3	2	0.0	4	15	8	-9
O=C(CN1C(=O)c2ccccc2C1=O)NCCc1c[nH]c2ccc(Cl)cc12	-2.4	4	3	5	-8	-2	-0.5	5	7	15	-7
O=C(NC1CCN(C(=O)NC2CCCCC2)CC1)c1cccc(F)c1	-0.5	10	7	-16	-13	3	0.1	1	4	18	5
COc1cccc(C(=O)C2=NN(C(C)=O)CC2c2ccco2)c1 (centres undefined)	0.9	0	-19	13	7	4	0.0	1	-2	-18	-6
COc1cc(NC(=O)CNC(=O)Cn2cnc3sc(C)c(C)c3c2=O)cc(OC)c1OC	7.2	8	-17	4	1	x	0.2	-6	2	-17	x
CCOC(=O)CNC(=O)C12CC3CC(CC(C3)C1)C2	3.3	12	-5	0	-12	0	0.0	3	12	4	3
O=C(CCCc1c[nH]c2ccccc12)N1CCCCCC1	-1.5	-101	-9	-63	-66	3	0.2	7	-144	10	-25
CN(CC(=O)Nc1ccc(F)c(F)c1F)C(=O)C1CCCN1C(=O)c1cccs1 (centres undefined)	5.6	4	2	-17	-3	x	-0.4	11	22	-15	x
Cn1c(=O)c2c(ncn2CC(=O)Nc2nc(-c3ccccc3Cl)cs2)n(C)c1=O	1.0	10	26	-28	5	6	0.2	-12	-7	-15	17
CC(C)c1ccccc1OCC(O)CN1CCN(S(=O)(=O)c2ccc([N+](=O)[O-])cc2)CC1 (centres undefined)	-0.3	23	4	-3	19	3	0.8	8	-10	26	9
CS(=O)(=O)N1CCN(c2ccccc2NC(=O)Cc2ccc(Cl)cc2)CC1	6.5	8	-19	2	-9	-1	0.0	7	14	2	-1
COc1ccc(CSc2nnnn2Cc2ccccc2)cc1OC	-2.4	-4	-9	-19	-7	-2	0.1	-4	0	14	-6
CSc1nc(O)c(Nc2cccc(Cl)c2)c(=O)[nH]1	0.0	5	5	6	-11	-8	0.4	-6	9	1	6
COc1ccc(N/C=C(\C#N)c2ccc(OCCCF)cc2)cc1	-0.9	-20	-4	-24	29	1	0.1	-8	-25	15	-1
COc1ccc(C2CC(c3ccc(Cl)c(Cl)c3)Nc3nc(N)nn32)cc1 (centres undefined)	1.0	-10	8	-31	-1	0	-0.1	3	-40	9	-23
CCS(=O)(=O)N1CCN(C(=O)c2ccccc2[N+](=O)[O-])CC1	0.7	5	-7	0	-12	1	-0.3	-5	0	1	2
Cc1ccc(S(=O)(=O)n2cnc3ccccc32)c(C)c1	2.9	0	5	7	-7	-5	0.2	-4	17	6	-2
CCOc1ccc2nc(NC(=O)/C=C/c3ccc4c(c3)OCO4)sc2c1	-0.9	7	-12	10	4	-1	0.1	12	11	-15	5
CCOC(=O)N(Cc1ccccc1)Cc1ccc(C(=O)N[C@@H](Cc2ccccc2)C(=O)O)cc1	-0.9	16	-25	10	-26	0	0.0	8	7	-8	-2
O=[N+]([O-])c1cccc2c(N3CCOCC3)ccnc12	0.0	-21	13	-6	24	1	1.1	-10	4	1	17
CSc1ncccc1C(=O)N1CCN(C(=O)c2ccccc2)CC1	0.2	5	-2	-3	-13	-1	0.0	12	11	-6	-20
CCc1nc(SCC(=O)Nc2cccc(C(F)(F)F)c2)c2c(=O)n(C)c(=O)n(C)c2n1	1.2	25	6	-3	79	1	0.8	-9	17	43	x
O=C(OCC1COC(c2ccccc2)(c2ccccc2)O1)c1ccccc1 (centres undefined)	-0.5	9	8	-10	-12	x	0.4	6	-3	-4	-1
CC(C)CCN(C(=O)Nc1ccccc1)C(C)c1cccs1 (centres undefined)	-2.6	7	-9	8	4	3	0.0	0	4	2	4
O=C1C2C3CC(C2C(=O)N1c1cccc(Cl)c1)[C@H](O)C3O (some centres undefined)	0.3	6	-11	-2	9	-1	-0.1	-4	4	-20	-12
COc1ccc(S(=O)(=O)N2CCN(C(=O)C3COc4ccccc4O3)CC2)cc1 (centres undefined)	-0.4	-2	-13	-16	12	1	0.4	5	10	-22	16
COc1ccc(C(=O)NCCCCCC(=O)N/N=C/c2ccco2)cc1OC	-2.2	6	0	-30	0	5	0.0	-11	22	-25	28
NC(=O)CN(c1ccc(Oc2ccccc2)cc1)S(=O)(=O)c1ccccc1	-0.4	23	-1	-6	19	1	-0.3	12	6	14	-3
CCN1C(=O)/C(=C/c2cccs2)SC1=Nc1ccc(OC)cc1	-0.2	17	-13	-10	-19	-2	-0.3	-38	-17	23	-13
